Mtb UGM inh: inhibitors of M. tuberculosis UDP-galactopyranose mutase; P9WIQ1; purified UGM, fluorescence polarization probe displacement; inhibition, % at 10 µM; 0.06% of 320,000 active; in the data active = inhibition above about 10%, passing the limit was not always enough
Rv3671c inh: inhibits the M. tuberculosis serine protease Rv3671c; 0.048% of 320,000 active; inhibition, % at 5.96 µM; P9WHR9; in the data active = inhibition above about 38%;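 note: extracellular domain of Rv3671c used as enzyme; 0% = enzyme with DMSO and 100% = no enzyme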
Target sequence (P9WHR9 whole entry, looked up, the tested form may be a part): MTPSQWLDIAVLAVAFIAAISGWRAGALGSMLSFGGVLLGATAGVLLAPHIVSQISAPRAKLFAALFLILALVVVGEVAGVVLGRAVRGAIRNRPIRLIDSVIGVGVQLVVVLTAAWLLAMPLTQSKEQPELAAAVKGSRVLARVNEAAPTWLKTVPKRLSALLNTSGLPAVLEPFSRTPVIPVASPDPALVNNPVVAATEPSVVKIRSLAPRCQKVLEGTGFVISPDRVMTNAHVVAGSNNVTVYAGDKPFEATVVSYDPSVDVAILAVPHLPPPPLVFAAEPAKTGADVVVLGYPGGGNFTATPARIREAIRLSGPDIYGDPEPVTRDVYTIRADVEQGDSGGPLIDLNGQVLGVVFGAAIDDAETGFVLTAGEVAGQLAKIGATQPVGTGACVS
Mtb FBA inh: inhibits M. tuberculosis FBA enzyme; purified M. tuberculosis FBA, fluorescence read-out; inhibition, % at 1 µM; 2.3% of 360,000 active; in the data active = inhibition above about 27%;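 note: 0% = vehicle and 100% = reference inhibitor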
Target sequence (P9WQA3 whole entry, looked up): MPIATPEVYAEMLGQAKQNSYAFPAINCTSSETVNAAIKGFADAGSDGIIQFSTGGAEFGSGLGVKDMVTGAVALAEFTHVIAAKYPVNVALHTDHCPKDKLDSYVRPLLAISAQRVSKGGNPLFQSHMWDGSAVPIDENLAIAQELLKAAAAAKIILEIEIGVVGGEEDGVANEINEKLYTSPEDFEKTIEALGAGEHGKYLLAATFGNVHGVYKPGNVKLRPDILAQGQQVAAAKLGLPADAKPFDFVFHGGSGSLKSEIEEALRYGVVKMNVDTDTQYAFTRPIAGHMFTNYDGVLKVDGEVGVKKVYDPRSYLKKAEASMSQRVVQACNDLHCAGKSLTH
3CLpro inhibitor: SARS-CoV 3CLpro protease inhibition; inhibition, % at 6 µM; recombinant SARS-CoV 3CLpro, quenched FRET peptide cleavage; P0C6X7; 0.14% of 290,000 active; AID 1706; in the data active = inhibition above about 12%
SSB-PriA inh: inhibitors of Klebsiella pneumoniae PriA binding to SSB C-terminal tail; 0.6% of 430,000 active; AID 1272365; inhibition, % at 33 µM; AlphaScreen SSBct-PriA binding, biotinylated peptide; in the data active = inhibition mostly above about 37%, no sharp cut-off; inactive = mostly below about 20%;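 note: plate controls were negative control peptide for no effect and reference peptide for full effect; strong numbers were not always called active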
Mtb BioA inh: blocks M. tuberculosis BioA enzyme activity; purified M. tuberculosis BioA enzyme, plate reader; 0.096% of 360,000 active; inhibition, % at 9.99 µM; in the data active = inhibition above about 40%
GDH-TPI inh: counter-screen for M. tuberculosis FBA inhibitors: GDH-TPI coupled enzymes | inhibition, % at 4.8 µM | GDH-TPI coupled enzyme counterscreen, NADH absorbance | AID 588335 | 1.2% of 360,000 active; in the data active = inhibition above about 30%;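 note: 0% = DMSO wells and 100% = wells lacking the enzyme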
MazF activator: MazEF (E. coli) toxin RNase activation. FAM/BHQ RNA-DNA oligo cleavage fluorescence, 5 h. 0.32% of 350,000 active. activation, % at 20 µM. P0AE70; in the data active = activation above about 50%
Target sequence (P0AE70 whole entry, looked up): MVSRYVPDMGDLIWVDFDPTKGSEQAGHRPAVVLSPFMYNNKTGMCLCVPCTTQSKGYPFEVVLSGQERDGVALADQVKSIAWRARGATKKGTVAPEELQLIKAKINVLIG
DUSP3 inh: DUSP3 (human) phosphatase inhibition; P51452; recombinant VHR phosphatase, pNPP absorbance; inhibition, % at 13.3 µM; 0.52% of 290,000 active; AID 1654; in the data active = inhibition above about 50%; note: some compounds called inactive have numbers as strong as hits
Target sequence (P51452 whole entry, looked up): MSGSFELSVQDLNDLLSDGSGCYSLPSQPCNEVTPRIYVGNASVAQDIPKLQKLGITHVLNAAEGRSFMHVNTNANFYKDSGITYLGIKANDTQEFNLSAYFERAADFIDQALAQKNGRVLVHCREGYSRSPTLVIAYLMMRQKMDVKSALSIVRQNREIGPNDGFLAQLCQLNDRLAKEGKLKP
BH1578 lux ind: inducers of Vibrio cholerae quorum light production without autoinducers. AID 588436. 0.16% of 350,000 active. activation, % at 18.7 µM. V. cholerae BH1578 lux reporter, luminescence, 6 h; in the data active = activation mostly above about 9.7%, no sharp cut-off; note: not every result past the cut was called active; inactives centre near 0; reference of the scale not given here
* marks the source's active call; other numbers are inactive results; i = inactive; nt = not tested or not shown; & = joins results of further samples.

SMILES	Mtb UGM inh	Rv3671c inh	Mtb FBA inh	3CLpro inhibitor	SSB-PriA inh	Mtb BioA inh	GDH-TPI inh	MazF activator	DUSP3 inh	BH1578 lux ind
CC(=O)c1cc2c(cc1NC(=O)C1CN(C(C)=O)c3ccccc3O1)OCO2 (configuration not stated)	-0.2	-6	-1	nt	-4	1.6	6	5	nt	i
COc1cc2c(C#CCO)c(-c3ccc(C#N)cc3)oc(=O)c2cc1OC	0.9	-22	17	nt	-33	-1.2	20	-24	nt	-0.7
COc1ccc(OCc2nc(N)nc(Nc3cccc(C)c3C)n2)cc1	-0.1	-8	-2	0	-9	-2.5	-12	-1	28	0.0
O=C(Nc1ccc(-n2ccc(C(F)(F)F)n2)cc1)Nc1cccc(Cl)c1	0.5	-124	1	0	nt	nt	-6	nt	4	-0.3
CC(Sc1nnnn1C)C(=O)NC1CCCC1 (configuration not stated)	0.2	-2	0	nt	-4	-1.8	4	16	nt	-0.8
Cc1cc(-c2cc(-c3ccc(Cl)cc3)on2)nc(NCC2CC2)n1	1.9	-5	3	nt	-8	0.9	4	5	30	i
O=C(NCCCCc1ccccc1)c1cccc(NC(=O)c2ccccc2)c1	nt	nt	6	nt	-13	-0.6	-4	5	nt	1.4
CCN(CC)CCN(C(=O)c1ccc2c(c1)CCCC2)c1nc2ccc(C)cc2s1	-6.4	-9	0	3	14&31	-1.0	-11	1	-18	-0.4
O=C1NC(CCc2ccccc2)C(=O)N1Cc1ccccc1Cl (configuration not stated)	nt	8	0	6	-15	0.1	1	-4	24	i
O=C(CCNS(=O)(=O)c1ccc(F)c(Cl)c1)NCc1ccccc1F	-0.1	3	-2	nt	-5	-0.7	2	6	nt	-7.1
CCCOc1ccc(N2C(=O)CC(N3CCC(C(=O)OCC)CC3)C2=O)cc1 (configuration not stated)	-3.7	12	-2	0	-11	-0.8	-7	10	8	i
Cc1ccccc1-c1nc(-c2cccnc2)no1	5.4	-1	-1	-10	-29	nt	4	-2	-1	-0.3
CN(CC(=O)Nc1ccc(F)c(F)c1F)C(=O)CCc1nc2sc3c(c2c(=O)[nH]1)CCCC3	2.6	-4	2	nt	-3	-2.2	-1	-13	nt	-1.2
CC1CCN(c2ccc(-c3cccc(NC(=O)C(F)(F)F)c3)nn2)CC1	2.8	0	4	3	-3	0.5	8	14	4	-0.2
Cn1c(N)c(C(=O)Nc2ccc(-c3ccccc3)cc2)sc1=S	-1.6	11	3	1	-13	0.4	7	3	-18	-0.7
COc1ccc(C(=O)NCc2ccccc2OC)cc1	0.1	0	2	-6	-17	-0.6	4	2	9	-1.4
O=C(NCc1cccc(C(F)(F)F)c1)c1cc(Cl)cc(Cl)c1	2.2	4	-2	-2	-9	-0.6	0	24	25	-0.3
N#CCCN(Cc1cccnc1)C(=S)NC(=O)c1ccc(S(=O)(=O)N2CCCC2)cc1	-0.6	-12	-3	-3	-11	nt	10	-1	42	-0.3
CCCCn1nnc(NC(=S)NC(=O)c2ccc(OCC)c([N+](=O)[O-])c2)n1	-0.6	-8	2	5	4	-1.0	3	-2	22	0.7
CCN(CC(=O)NC(=O)NCc1ccccc1)Cc1ccccc1	-1.0	-5	1	2	-8	-0.9	7	2	12	-1.6
CCN(CC(=O)Nc1ccc(C(C)=O)cc1)CC(=O)Nc1ccccc1C(F)(F)F	-6.4	4	-2	-6	13	nt	-2	-16	-17	-0.6
COc1cc(NC(=O)CCS(=O)(=O)c2ccc3nc(C)sc3c2)cc(OC)c1OC	4.7	2	1	6	-6	0.5	0	1	6	-0.3
COc1ccc(N2CCN(C3CCCN(C(=O)CCN4CCCCO4)C3)CC2)cc1 (configuration not stated)	nt	nt	0	-3	-11	1.5	-3	10	20	-0.1
COc1ccc(C2/C=C\CN(CC3CC3)CC(=O)N2Cc2ccc(F)cc2)cc1 (configuration not stated)	-2.8	-11	0	nt	2	-0.8	8	-1	15	0.8
CCOC(=O)C1C(=O)C(C(=O)OCC)C(c2cccnc2)NC1c1cccnc1 (configuration not stated)	2.6	-2	-7	-4	-1	nt	-8	1	4	i
O=C(Cn1cc(C(F)(F)F)ccc1=O)Nc1ccccc1	-1.3	1	0	0	-7	-2.6	-1	5	25	-0.4
COc1ccc(CN2C[C@@H](CO)O[C@@H](n3cnc4c(NC5CC5)ncnc43)C2)cc1	nt	nt	8	nt	nt	0.3	7	nt	nt	i
COc1ccc(-n2nnc3c(=O)n(CC(=O)OCc4ccccc4)cnc32)cc1	0.9	3	2	0	-5	-0.1	-5	-1	9	-0.3
Cc1ccc(-c2cc(C(=O)NC3=NCCS3)c3cc(Br)ccc3n2)o1	3.0	-11	nt	-1	nt	nt	nt	nt	16	nt
COCCCN1C(=O)c2ccc(C(=O)N3CCN(c4ccccc4OC)CC3)cc2C1=O	0.7	1	0	-1	-8	-2.2	3	-27	6	-0.6

One compound at a time, as listed above.
`CCN(CC(=O)Nc1ccc(C(C)=O)cc1)CC(=O)Nc1ccccc1C(F)(F)F` as listed: Mtb UGM inh: -6.4; Rv3671c inh: 4; Mtb FBA inh: -2; 3CLpro inhibitor: -6; SSB-PriA inh: 13; Mtb BioA inh: nt; GDH-TPI inh: -2; MazF activator: -16; DUSP3 inh: -17; BH1578 lux ind: -0.6
`COc1ccc(-n2nnc3c(=O)n(CC(=O)OCc4ccccc4)cnc32)cc1` as listed: Mtb UGM inh: 0.9; Rv3671c inh: 3; Mtb FBA inh: 2; 3CLpro inhibitor: 0; SSB-PriA inh: -5; Mtb BioA inh: -0.1; GDH-TPI inh: -5; MazF activator: -1; DUSP3 inh: 9; BH1578 lux ind: -0.3

Following part
SMILES	Mtb UGM inh	Rv3671c inh	Mtb FBA inh	3CLpro inhibitor	SSB-PriA inh	Mtb BioA inh	GDH-TPI inh	MazF activator	DUSP3 inh	BH1578 lux ind
c1ccc(Oc2ccc3ccccc3n2)cc1	3.9	0	-2	0	-25	nt	0	3	24	-0.3
Cc1cc(Cl)ccc1Oc1cccc(C(=O)/C(C#N)=C/N(C)C)c1	-1.3	-5	-2	1	-4	-6.1	5	1	-11	i
NS(=O)(=O)c1ccc(N2CCN(CCOc3ccc(Cl)cc3)CC2)nc1	-1.7	0	-1	2	-5	-1.4	-4	5	22	0.0
Cc1ccccc1S(=O)(=O)NCC1CCCO1 (configuration not stated)	-0.5	3	nt	-3	-9	-2.0	nt	-1	-4	-0.5
COc1ccc(C2=CSC3=NCCN23)cc1Cl	1.2	-16	0	-4	7	2.1	-5	2	30	0.2
CC(C)(C)C(=O)Nc1ccc2c(c1)OCCOCCOc1cc(NC(=O)C(C)(C)C)ccc1OCCOCCO2	0.1	6	5	-3	2	nt	-1	6	9	-0.3
COc1ccc(-n2nnnc2CNC(=O)c2ccc(S(=O)(=O)N3CCOCC3)cc2)cc1	3.0	-3	-1	nt	4	0.4	-1	-3	nt	i
COC(=O)CN1C(=S)N(c2ccc(Cl)cc2)C(=O)C1CC(=O)Nc1ccc(Cl)cc1 (configuration not stated)	2.8	-49	0	3	-21	-1.3	-9	9	3	i
COc1ccc(CCNC(=O)C2CC3Cn4c(nc5ccccc54)C3N2c2ccccc2)cc1 (configuration not stated)	1.0	-4	0	nt	-8	-1.5	3	1	nt	-0.9
Cc1nccn1CCCNC(=O)CC1C(=O)NCCN1Cc1ccccc1C(F)(F)F (configuration not stated)	-0.5	5	6	1	-7	0.6	-1	3	30	i
COc1ccccc1NC(=S)N(CCN1CCCCCC1)Cc1cccs1	2.3	11	0	-2	6	nt	3	6	42	i
COc1ccc(OC)c2sc(NC(=O)C3CC3)nc12	-2.0	9	-2	-4	-7	-1.3	13	16	36	-3.1
O=C(c1cc(Br)ccc1OC(F)F)N1CCN2CCCC2C1 (configuration not stated)	-3.3	-4	0	nt	6	7.2	-3	-11	nt	-0.8
CN(C)C1=NC(=O)/C(=C/c2ccc(-c3ccc(S(N)(=O)=O)cc3)o2)S1	3.2	-12	nt	-5	nt	nt	nt	nt	17	nt
CC(=O)c1ccc(NC(=O)C2=CC(c3cccs3)=NS(=O)(=O)N2C)cc1	-4.1	-7	-2	-4	-3	23	29	3	-9	-0.3
COc1cc(/C=N/Nc2ccc(C(F)(F)F)cn2)cc(OC)c1O	nt	nt	-4	0	nt	-1.4	20	21	28	-0.1
CCc1nc2ccccc2c(=O)n1-c1ccc2ccccc2c1	2.0	1	3	3	-24	8.6	1	2	-14	-0.3
CCOP(=O)(c1ccccc1)C1(C#N)CCCC1 (configuration not stated)	3.7	-9	-1	2	-11	-1.6	3	-1	41	0.5
CNC(=O)CN1C(=O)C2C3C=CC(C3)C2C1=O (configuration not stated)	1.4	-4	1	0	-6	-3.4	4	4	-4	0.4
COC(=O)NCc1ccc(S(=O)(=O)N2CCOCC2)cc1	1.1	2	1	3	-18	-1.1	6	-1	-6	i

Brought forward from above: four entries; new compounds follow.
SMILES	Mtb UGM inh	Rv3671c inh	Mtb FBA inh	3CLpro inhibitor	SSB-PriA inh	Mtb BioA inh	GDH-TPI inh	MazF activator	DUSP3 inh	BH1578 lux ind
CCc1nc2ccccc2c(=O)n1-c1ccc2ccccc2c1	2.0	1	3	3	-24	8.6	1	2	-14	-0.3
CCOP(=O)(c1ccccc1)C1(C#N)CCCC1 (configuration not stated)	3.7	-9	-1	2	-11	-1.6	3	-1	41	0.5
CNC(=O)CN1C(=O)C2C3C=CC(C3)C2C1=O (configuration not stated)	1.4	-4	1	0	-6	-3.4	4	4	-4	0.4
COC(=O)NCc1ccc(S(=O)(=O)N2CCOCC2)cc1	1.1	2	1	3	-18	-1.1	6	-1	-6	i
O=[N+]([O-])c1cc(S(=O)(=O)Nc2cccc(C(F)(F)F)c2)ccc1-n1nnc2ccccc21	2.8	-27	0	8	2	3.4	14	-3	2	-0.2
Cc1cccc2cc(C#N)c(NCCNS(=O)(=O)c3ccccc3)nc12	-4.5	-15	13	5	-30	nt	-3	14	19	-0.8
CN(Cc1cn(C)nc1-c1cccc(Cl)c1)CC1CCCCO1 (configuration not stated)	0.7	2	1	-1	-9	nt	-4	7	31	i
CNC(=S)Nc1ccc2nc(C)oc2c1	0.7	9	24	1	-6	0.3	15	0	26	-0.3
COC(=O)COc1ccc(S(=O)(=O)NC2CCCCCC2)cc1	1.1	-1	3	0	4	1.1	12	10	14	5.0
CCCCN(C)CCC(=O)Nc1ccc(Cl)cc1	-1.6	-3	1	-4	-2	nt	6	2	0	-0.2
COCC(C)N=C1NN=C(c2cc(C)n(Cc3ccccc3Cl)c2C)CS1 (configuration not stated)	-0.3	2	0	5	19	nt	6	-3	-2	-0.2
CCOCCOC(=O)CCSc1n[nH]c(=O)[nH]c1=O	-1.7	3	4	3	-10	-1.3	6	0	10	-1.5
COC(=O)Nc1ccc(S(=O)(=O)Nc2ccc(O)cc2)cc1	-1.2	-6	-3	0	-1	2.0	-13	2	4	-0.4
CC(C)CC(N)c1csc(NC(=O)Nc2ccccc2C(C)C)n1 (configuration not stated)	nt	nt	-1	nt	nt	3.3	-8	nt	nt	0.5
CC(C)=NNc1nc(-c2ccc(N3C(=O)CCC3=O)cc2)cs1	0.6	8	2	4	0	nt	-8	0	-15	-0.5
CC(=O)n1cc(/C=C2/N=C(c3ccccc3)OC2=O)c2ccccc21	1.1	-16	-1	1	-2	-0.4	12	149*	-5	-0.1
COc1ccc2[nH]c3c(c2c1)CCN1C(=O)N([C@@H](C)C(=O)NC2CC2)C(=O)[C@]31C	-0.7	5	3	-1	-5	0.2	7	-3	-15	-0.8
O=C(OCc1cc(Cl)ccc1OC(F)F)c1cccnc1	-4.7	1	1	4	-32	nt	-5	1	26	i
COc1ccc(C(=O)Nc2cc(C(C)=O)c(/C=C/N(C)C)oc2=O)cc1	2.6	3	-21	1	-6	-0.5	29	-166	20	-1.4
CCOC(=O)C1C2C=CC3(CN(Cc4cccs4)C(=O)C13)O2 (configuration not stated)	3.7	-1	5	-1	-5	-2.0	4	1	32	-2.8
CC1(C)Oc2ccc3ccc(=O)oc3c2C(/C=N/O)C1=O (configuration not stated)	3.0	-1	14	3	nt	2.4	15	3	-2	i
COc1ccc(N/N=C/c2c(O)n(-c3ccc(C)c(C)c3)c(=O)[nH]c2=O)cc1	-0.2	-6	-3	3	nt	nt	14	-9	-5	-0.4
CNc1cnc(-c2ccccc2OC)cn1	nt	nt	125*	nt	nt	-0.8	19	nt	nt	i

Some of the compounds tested. The share of hits here may be higher or lower than overall.
